# GSTO1 counter – counter-screen for RBBP9 inhibitors: inhibitors of human GSTO1; recombinant GSTO1, activity-based probe fluorescence polarization; inhibition, % at 5.96 µM; 1.1% of 300,000 active;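 active = inhibition above the campaign mean inhibition plus 3 SD, cut at about 35% in these data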;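 also: 0% = GSTO1-1 with DMSO and 100% = wells lacking GSTO1-1 enzyme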
# Target sequence (P78417 whole entry, looked up): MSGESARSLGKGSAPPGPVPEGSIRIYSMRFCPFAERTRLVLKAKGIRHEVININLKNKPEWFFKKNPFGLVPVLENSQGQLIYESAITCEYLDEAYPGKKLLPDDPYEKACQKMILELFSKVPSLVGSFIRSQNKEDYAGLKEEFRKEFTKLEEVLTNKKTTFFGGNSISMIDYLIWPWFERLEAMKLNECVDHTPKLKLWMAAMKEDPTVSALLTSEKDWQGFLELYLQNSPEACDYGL
# PREPL inhibitor – inhibits the human prolyl oligopeptidase-like enzyme; inhibition, % at 5.96 µM; 0.68% of 320,000 active; Q4J6C6; AID 2751; recombinant PREPL, fluorescence polarization activity-based probe; in the data active = inhibition above about 43%;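 also: 0% = enzyme with DMSO and 100% = wells lacking enzyme; many of its hits are not listed in these tables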
# LYPLA1 counter – LYPLA1 (human) inhibition in PME1 counter-screen; O75608; recombinant LYPLA1, FP-Rh probe fluorescence polarization; inhibition, % at 5.9 µM; 0.16% of 320,000 active; AID 2174;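 active = inhibition above the mean of all tested compounds plus 3 SD, set per campaign, cut at about 14% in these data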;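 also: inhibitors block serine hydrolase probe labeling of LYPLA1 so polarization falls; 0% = enzyme with DMSO and 100% = wells lacking LYPLA1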
# Target sequence (O75608 whole entry, looked up): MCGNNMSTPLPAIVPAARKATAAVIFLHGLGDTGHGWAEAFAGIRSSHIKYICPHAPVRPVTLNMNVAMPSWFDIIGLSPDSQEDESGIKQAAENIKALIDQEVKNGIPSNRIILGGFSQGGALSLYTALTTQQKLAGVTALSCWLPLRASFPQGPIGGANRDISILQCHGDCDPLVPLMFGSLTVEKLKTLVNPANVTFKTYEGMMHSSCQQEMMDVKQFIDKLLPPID
# PAD4 FP inh – inhibitors of human PAD4 | inhibition, % at 6.36 µM | recombinant PAD4, RCA probe fluorescence polarization | 0.41% of 330,000 active | Q9UM07;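 active = percent inhibition above a cutoff equal to the mean of all tested compounds plus 3 SD, cut at about 15% in these data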;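 also: 0% = PAD4 with RCA probe and DMSO and 100% = probe without PAD4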
# PAFAH2 inh – inhibitors of human PAFAH2; Q99487; recombinant PAFAH2, FP-rhodamine activity probe, fluorescence polarization; inhibition, % at 3.39 µM; 0.99% of 340,000 active;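 active = inhibition above the mean over all tested compounds plus 3 SD, cut at about 30% in these data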;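 also: inhibitors block probe labeling of enzyme so polarization drops; 0% = enzyme with DMSO and 100% = wells lacking PAFAH2 protein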
# PAFAH1B3 inh – blocks human PAF acetylhydrolase 1B catalytic subunit 3; recombinant PAFAH1B3, FP-rhodamine probe, fluorescence polarization; inhibition, % at 3.39 µM; 0.28% of 340,000 active;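 active = inhibition above the screen-wide average of all tested compounds plus 3 SD, cut at about 25% in these data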;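 also: 0% = enzyme with DMSO only and 100% = wells lacking PAFAH1B3 protein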
# Target sequence (Q15102 whole entry, looked up): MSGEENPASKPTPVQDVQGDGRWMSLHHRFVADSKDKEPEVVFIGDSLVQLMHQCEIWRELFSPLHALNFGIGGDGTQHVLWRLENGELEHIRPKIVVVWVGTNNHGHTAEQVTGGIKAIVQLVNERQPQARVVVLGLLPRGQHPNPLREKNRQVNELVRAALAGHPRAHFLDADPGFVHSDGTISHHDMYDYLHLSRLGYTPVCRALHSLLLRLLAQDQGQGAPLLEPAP
# LYPLA2 inh – counter-screen for PME1 inhibitors: inhibitors of human LYPLA2 | recombinant LYPLA2, FP-Rh probe fluorescence polarization | inhibition, % at 5.9 µM | 0.38% of 320,000 active;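 active = inhibition above the screen-wide mean plus 3 SD, limit set per campaign, cut at about 26% in these data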;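 also: 0% = LYPLA2 with DMSO and 100% = wells lacking LYPLA2 enzyme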
# Target sequence (O95372 whole entry, looked up): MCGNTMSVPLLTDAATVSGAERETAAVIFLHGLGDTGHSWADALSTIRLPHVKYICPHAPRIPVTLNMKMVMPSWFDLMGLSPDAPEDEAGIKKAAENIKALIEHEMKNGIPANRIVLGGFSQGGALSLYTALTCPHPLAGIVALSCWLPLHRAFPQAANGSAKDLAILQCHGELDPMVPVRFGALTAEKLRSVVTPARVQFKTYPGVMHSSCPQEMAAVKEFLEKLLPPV
# ZTA DNA inh – ZTA (EBV) inhibition in EBNA-1 counter-screen; P03206; ZTA-DNA binding, fluorescence polarization; inhibition, % at 11 µM; 0.15% of 320,000 active; AID 2234; in the data active = inhibition above about 33%
# EBNA-1 inhibitor – blocks EBNA-1 binding to DNA | 0.34% of 300,000 active | EBNA-1 DNA binding, fluorescence polarization | inhibition, % at 14.8 µM; in the data active = inhibition above about 28%
# Starred values were filed as active, the others as inactive; . = no result given. The list is partial (hit frequency here may not be typical).
SMILES,GSTO1 counter,PREPL inhibitor,LYPLA1 counter,PAD4 FP inh,PAFAH2 inh,PAFAH1B3 inh,LYPLA2 inh,ZTA DNA inh,EBNA-1 inhibitor
Cc1c(Cl)cnc(NC(=O)CSc2nnnn2C)c1Cl,.,15,.,-3,7,9,.,.,.
CC(=O)c1ccc(N2CCN(C(=O)c3nn(Cc4ccccc4)c(=O)c4ccccc34)CC2)cc1,-7,-15,-1,-9,3,6,-3,-19,-12
Cc1ccc(C)c(N(C(=O)CNC(=O)c2ccco2)C(C(=O)NC2CCCCC2)c2ccncc2)c1 (stereo unspecified),12,7,-4,3,-3,7,2,1,-8
Cc1ccccc1N1C(=O)C(Oc2ccc(Cl)cc2)C1CNC(C)(C)C (stereo unspecified),0,-4,1,0,-1,0,-4,14,-2
Cc1ccc(OCC(=O)Nn2cnc3ccccc32)cc1,-3,6,1,6,2,4,9,12,-8
COc1ccc(-c2cc(C(=O)N3CCN(c4ccccc4)CC3)no2)cc1,6,7,-4,-3,-6,0,17,-8,-19
COc1cc(OC)c(OC)cc1CN1CCN(S(=O)(=O)c2ccc(NC(C)=O)cc2)CC1,5,10,-1,1,-2,5,-3,-37,-10
CC(C)c1ccccc1NC(=O)COC(=O)/C=C/c1cccc([N+](=O)[O-])c1,1,6,-1,-2,25,8,-8,-4,3
COc1ccc(N/C=C2/CCCCC2=O)cc1,5,7,-1,-6,-2,9,3,2,4
Cn1c(SCc2nc3ccccc3[nH]2)nnc1-c1ccccn1,-2,2,-4,-1,2,7,1,-23,-5
COc1ccc(-n2nc3c(c2NC(=O)c2c(F)cccc2Cl)CS(=O)C3)cc1 (stereo unspecified),4,4,6,-1,-4,-9,9,-1,2
Nc1c(Br)c(=O)[nH]c(=O)n1-c1ccc(F)cc1,13,-4,2,-2,-9,7,-1,-8,-3
CCCCn1nc(NC(=O)CC)c2cc3cc(OC)ccc3nc21,1,-4,0,1,-1,9,-4,15,7
O=C(O)CSc1ncnc2sc3c(c12)CCC3,1,9,-2,6,5,1,-5,10,-2
CN1CC(c2ccccc2)C(c2ccc(Cl)cc2)=N1 (stereo unspecified),-6,10,-3,-5,1,1,-12,1,-2
O=C(N=C1N=C2C=CC=CN2Cc2ccccc21)c1ccc(S(=O)(=O)N2CCCC2)cc1,0,11,3,-2,2,5,9,-12,-5
CN(CCNC(=O)C1(O)c2ccccc2NC(=O)N1c1ccccc1)Cc1ccccc1 (stereo unspecified),0,-11,-3,-2,-3,-1,-3,7,14
COCCNCCOc1ccc(C)cc1[N+](=O)[O-],4,8,-1,-1,-8,2,-2,-6,3
CCC(CC)c1nnc(NC(=O)CCCN2C(=O)c3ccccc3C2=O)s1,9,0,0,-4,4,6,11,-4,1
CC1CN(C(=O)COC(=O)[C@@H]2CC(O)CN2S(=O)(=O)c2ccc3c(c2)OCCO3)CC(C)O1 (stereo partly specified),7,1,-2,-3,4,10,1,4,3

# Full records as entered above. Order of values: GSTO1 counter | PREPL inhibitor | LYPLA1 counter | PAD4 FP inh | PAFAH2 inh | PAFAH1B3 inh | LYPLA2 inh | ZTA DNA inh | EBNA-1 inhibitor
# O=C(N=C1N=C2C=CC=CN2Cc2ccccc21)c1ccc(S(=O)(=O)N2CCCC2)cc1 across the screens: 0 | 11 | 3 | -2 | 2 | 5 | 9 | -12 | -5
# COCCNCCOc1ccc(C)cc1[N+](=O)[O-] across the screens: 4 | 8 | -1 | -1 | -8 | 2 | -2 | -6 | 3
# CCCCn1nc(NC(=O)CC)c2cc3cc(OC)ccc3nc21 across the screens: 1 | -4 | 0 | 1 | -1 | 9 | -4 | 15 | 7
# CCC(CC)c1nnc(NC(=O)CCCN2C(=O)c3ccccc3C2=O)s1 across the screens: 9 | 0 | 0 | -4 | 4 | 6 | 11 | -4 | 1
# CN(CCNC(=O)C1(O)c2ccccc2NC(=O)N1c1ccccc1)Cc1ccccc1 (stereo unspecified) across the screens: 0 | -11 | -3 | -2 | -3 | -1 | -3 | 7 | 14

# Next structures
SMILES,GSTO1 counter,PREPL inhibitor,LYPLA1 counter,PAD4 FP inh,PAFAH2 inh,PAFAH1B3 inh,LYPLA2 inh,ZTA DNA inh,EBNA-1 inhibitor
Fc1cccc(Cl)c1CSc1nnnn1-c1ccc2c(c1)OCO2,3,-19,-5,-1,1,6,3,-3,-4
Cc1cc(OCC(=O)NCC(c2cccs2)N2CCOCC2)ccc1C(C)C (stereo unspecified),2,21,-1,0,4,-1,-1,3,-1
O=C(OCC(=O)C12CC3CC(CC(C3)C1)C2)c1ccc(CO)cc1,.,3,1,-2,80*,5,1,-8,.
O=C1C[C@@H](c2ccc(O)cc2)Oc2cc(O)cc(O)c21,6,12,0,6,-5,10,1,-18,2
COc1cccc(CNC(=O)CCC2CCCN(C(=O)C3=CC(=O)CC(C)(C)O3)C2)c1 (stereo unspecified),-6,8,2,0,-2,4,9,-5,9
CCN(CC)S(=O)(=O)c1c(OC)cc(C)c(Cl)c1C,7,-11,2,-4,4,14,-5,6,-1
CCN(CC(=O)Nc1c(F)cccc1F)C(=O)CCN1C(=O)c2cccc([N+](=O)[O-])c2C1=O,-1,-10,-2,0,1,11,0,-13,7
CC1(C)CC(N=Cc2c(O)n(Cc3ccc4c(c3)OCO4)c(=O)c3ccccc23)CC(C)(C)N1,-16,23,3,-6,3,1,-3,-10,-8
CCCCn1c(SCC(=O)NNC(=O)c2ccco2)nnc1-c1ccco1,-3,-5,1,-1,.,.,-2,-2,-13
C=CCN1c2ccccc2[C@]23C[C@@H](C(=O)OC)N(C(=O)c4ccc(Br)cc4)C2=NC(C(=O)OC)=C(C(=O)OC)[C@H]13,10,8,-5,1,1,1,3,-3,-15
N#Cc1nc(COc2ccc(Cl)cc2Cl)oc1N1CCN(c2ccccc2)CC1,7,3,-1,3,-6,-2,4,4,-1
Cc1c(C#N)c2ncnc(N)c2n1-c1ccccc1,-10,9,3,-10,3,2,-7,-2,-17
CCN(CC)c1nc(Nc2ccc(Cl)cc2)nc(OCC#N)n1,-13,2,-1,2,-1,0,-7,-14,-17
O=C(CSc1nnc(Cc2cccs2)n1-c1ccccc1)NC1CCCCC1,1,4,0,2,3,5,-4,10,4
Cc1noc(C)c1COC(=O)CCCc1c[nH]c2ccccc12,-2,4,-1,0,2,-4,-1,-15,-1
N#C/C(=C\c1ccc(-c2cccc([N+](=O)[O-])c2)o1)C(=O)Nc1nc(-c2cccs2)cs1,16,14,-8,-2,-1,3,-1,-3,-9
COc1ccc(NC(=O)c2cc(Br)ccc2Cl)c(OC)c1,4,5,2,0,11,-4,-4,-13,9
Cc1nc2ccccc2c(=O)n1/N=C/c1cccnc1,2,2,0,-4,-2,1,-2,2,-5
COc1ccc(CNC(=O)CSc2nnc(C)s2)cc1,7,6,-4,2,-3,1,6,7,13
O=C(Nc1cccnc1)C1CCCN(S(=O)(=O)c2ccccc2)C1 (stereo unspecified),17,6,-5,-1,-4,1,-2,-9,0
CCOC(=O)c1cc(-c2ccccc2)nc2nc(N3CCCCC3)sc12,-2,2,-1,-2,-10,2,-4,-9,-8
O=Cc1ccc(OCCCOc2cccc3cccnc23)cc1,-3,4,1,-5,-5,14,0,8,8
CCC(C)n1c(=N)c(C#N)cc2c(=O)n3cc(C)ccc3nc21 (stereo unspecified),-10,4,-2,-5,1,6,0,6,1
CC(C)N(Cc1ccccc1)C(=S)NCCN1CCOCC1,-2,8,-1,-7,5,-1,-2,-3,-14
C/C(CC(=O)Nc1cc(Cl)ccc1Cl)=N\NC(=O)COc1cccc(C)c1,-2,-8,-4,2,0,4,-14,1,-3
O=C(CCl)Nc1cccc(S(=O)(=O)NC2=NCCC2)c1,99*,3,0,-2,3,5,0,9,8
CCOC(=O)c1ccc(NC(=O)CSCC(=O)OCC(=O)c2ccccc2)cc1,10,5,-5,-4,1,-1,-5,-12,1
CCOc1ccccc1N(CC(=O)NCCc1ccc(OC)c(OC)c1)S(=O)(=O)c1ccccc1,0,19,1,6,6,6,2,-8,-14
O=C(CCS(=O)(=O)c1ccc(Br)cc1)NCCc1ccc(Cl)cc1,-3,-44,-3,3,0,8,5,1,-9
Cc1ccc(CNC(=O)CN2CCC(C(N)=O)CC2)cc1,2,9,1,-7,-7,8,1,-6,-12
COc1ccccc1N/C(N)=N/c1nc(CSc2ccc(C)cc2)cc(=O)[nH]1,-3,-6,-9,-7,-6,-10,-18,8,13
CCC1CCCCN1S(=O)(=O)c1ccc(NC(=O)c2cccs2)cc1 (stereo unspecified),-22,-5,-16,-3,9,-8,-23,-3,8
O=C(O)CC1(CC(=O)NCc2ccc(Cl)cc2)CCCCC1,2,-1,-1,-2,-8,3,8,11,1
CCOc1cccc(C(=O)Nc2cccc(-c3nnc(-c4ccc(C)cc4)o3)c2)c1,-1,-6,-2,0,-5,4,2,-16,-12
O=C(Nc1ccc(Cl)c(S(=O)(=O)N2CCOCC2)c1)c1cc2ccccc2oc1=O,.,-4,.,0,3,13,.,.,.
CCOCCCn1c(SCc2nc3sc(C(=O)O)c(C)c3c(=O)[nH]2)nnc1-c1ccc(Cl)cc1,15,-3,0,0,-1,7,-2,-7,4
O=C(CSc1nnnn1C1CCCC1)NCc1cccs1,16,11,-2,4,-3,2,-3,-5,-3
COc1cccc2c1OC1(CCN(C(C)C)CC1)N1N=C(c3cccnc3)CC21 (stereo unspecified),-1,4,-2,-1,-7,5,-4,8,5
O=[N+]([O-])c1ccc(SCCO)nc1SCCO,5,-4,0,3,-11,5,0,10,7
COc1ccc2nc(SCC(N)=O)[nH]c2c1,6,10,2,5,-4,10,2,-8,-7
COc1ccc(C(=O)Nn2cnnc2)c(OC)c1,-2,8,4,0,2,3,1,18,5
O=C(Nc1ccc2c(c1)OCO2)C1CC(c2ccccc2Cl)=NO1 (stereo unspecified),4,-5,-5,-2,5,2,-1,6,9
CCN(CC)C(=O)c1ccc(-c2nnc(Nc3ccc(O)cc3)c3ccccc23)cc1,-4,15,0,-6,5,-2,0,0,-14
Cc1nnc(NC(=O)c2cccc(NC(=O)C(C)C)c2)s1,12,2,-4,-1,-6,8,-2,13,11
Cc1nn(C)c(C)c1NC(=O)CCl,33,-3,-1,2,1,4,-5,4,-9
Cc1ccccc1-n1c(C)nnc1SCc1cc(=O)oc2ccc3ccccc3c12,6,28,-1,-6,8,0,3,-29,-13
COCCN1Cc2cccc(C(=O)NCCCN3CCCC3=O)c2C1=O,0,10,2,-6,-1,7,-3,-1,1
COc1ccc(-c2noc(CSc3nc4ccccc4c(=O)n3-c3ccccc3)n2)cc1OC,0,5,1,3,-6,-2,6,2,-6
Cc1cc2[nH]c(=O)c3ccccc3n2n1,2,3,-1,-4,-1,-10,-5,5,-13
CCc1nnc(NC(=O)CSCc2cc(=O)n3cc(C)sc3n2)s1,23,3,-2,-1,-5,4,2,5,-6

# The results go on:
SMILES,GSTO1 counter,PREPL inhibitor,LYPLA1 counter,PAD4 FP inh,PAFAH2 inh,PAFAH1B3 inh,LYPLA2 inh,ZTA DNA inh,EBNA-1 inhibitor
CN(C(=O)CSc1nc2cc(Cl)ccc2c(=O)n1Cc1ccco1)C1CCS(=O)(=O)C1 (stereo unspecified),4,5,4,-2,4,11,6,3,-2
COC(=O)c1ccc(NC(=O)COC(=O)CSc2nc(C)cc(C)n2)cc1,2,1,0,-3,7,2,5,4,0
COc1ccc(C2=NN(C(=O)CCC(=O)O)C(c3ccc(OC)cc3)C2)cc1 (stereo unspecified),4,0,-4,0,6,5,-6,2,-12
N#C/C(=C/c1ccc(O)c(O)c1)C(=O)NCc1ccc(Cl)cc1,24,4,-5,-2,35*,12,5,1,-10
CC(C)=CCc1c(O)ccc(C2COc3c(CC=C(C)C)c(O)cc(O)c3C2=O)c1O (stereo unspecified),-12,4,-6,-3,-8,-6,-10,-12,5
CC1CCCN(C(=O)C2c3ccccc3C(=O)N3CCc4ccccc4C23)C1 (stereo unspecified),6,11,-1,5,-11,8,-6,1,-6
CN(C(=O)COc1ccc(-c2nnco2)cc1)C1CCS(=O)(=O)C1 (stereo unspecified),12,23,-1,-8,2,8,-2,-1,-7

# From PubChem
